NPY1 pot ag = NPY-Y1 receptor potentiators or agonists, primary screen, cell-based; Neuropeptide Y receptor type 1 (Homo sapiens), P25929; NPY-Y1 expressing cells, potentiator/agonist activation; activation, % at 3.6 µM; hit rate 0.37% among 220,000; AID 1304, 2008; in the data active = activation above about 33%, passing the limit was not always enough;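 note: cells stimulated with NPY at EC10 then isoproterenol at EC100; 0% = low agonist plus stimulus and 100% = saturating agonist plus stimulus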
Runt-CBFb FRET = inhibitors of RUNX1 Runt–CBFb binding, primary screen, biochemical, FRET, Cerulean-Runt, Venus-CBFb, uHTS | Runt-related transcription factor 1 (Homo sapiens) + Core-binding factor subunit beta … | Cerulean-Runt/Venus-CBFb FRET ratio 530/480, 1 h | inhibition, % at 20 µM | hit rate 0.46% among 220,000 | AID 1496, 2009;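 active = inhibition over about 50% at 20 µM in the single-dose screen, limit read from the data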;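 note: 0% = DMSO wells and 100% = excess unlabeled CBFb competitor control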
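Schedule: protein complex preformed 1 h, compound exposure 1 h, room temperature, dark; test system: Cerulean-labeled Runt domain protein; amount: 100 nM per protein; buffer or medium: Tris 50 mM pH 7.5, KCl, K2SO4, 0.01% BSA; read-out: loss of energy transfer signal; detection: FRET fluorescence; controls: 5 µM unlabeled CBFb as full-inhibition high control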
NPY Y1 blocker = NPY-Y1 receptor antagonists, primary screen, cell-based. inhibition, % at 3.6 µM. AID 1040, 2008. Neuropeptide Y receptor type 1 (Homo sapiens), P25929. hit rate 1% among 200,000. HEK293-CNG Y1 cells, membrane potential fluorescence; NPY at EC95, then isoproterenol;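 active = inhibition above the campaign mean inhibition of all tested compounds plus 3 SD, cut at about 20% in these data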;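 note: 0% = DMSO wells given NPY plus isoproterenol and 100% = isoproterenol alone without NPY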
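material = HEK293 cells with Y1 receptor plus CNG channel | also added = NPY 25 nM then isoproterenol 1 µM plus Ro 20-1724 25 µM | schedule = dye 3 h, compound 60 min room temperature, stimulation 45 min | measured by = membrane potential fluorescence | benchmarks = high control isoproterenol alone, low control NPY with isoproterenol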
Runt-SMMHC FRET = inhibitors of RUNX1 Runt–CBFb-SMMHC binding, primary screen, biochemical, FRET, Cerulean-Runt, Venus-CBFb-SMMHC, uHTS; Runt-related transcription factor 1 (Homo sapiens) + Core-binding factor subunit beta …; Cerulean-Runt/Venus-CBFb-SMMHC FRET ratio 530/480, 1 h; inhibition, % at 20 µM; hit rate 0.74% among 220,000; AID 1434, 2008;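 active = mean inhibition across duplicate retests at 20 µM reaching about 50%, limit read from the data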;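 note: 0% = DMSO wells and 100% = wells with excess untagged CBFb-SMMHC; inhibitors lower the FRET ratio by blocking Runt binding to CBFb-SMMHC; some results filed as inactive read as strong as hits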
NPY2 pot ag = NPY-Y2 potentiators or agonists, primary screen, cell-based; hit rate 0.45% among 220,000; cells expressing NPY-Y2, potentiator/agonist read-out; activation, % at 3.6 µM; in the data active = activation above about 27%;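 note: cells stimulated with NPY near EC25 plus isoproterenol at EC100; 0% = vehicle plus submaximal agonist and 100% = vehicle plus saturating agonist; some results beyond the cut were filed as inactive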
Target sequence (P49146 whole entry, looked up): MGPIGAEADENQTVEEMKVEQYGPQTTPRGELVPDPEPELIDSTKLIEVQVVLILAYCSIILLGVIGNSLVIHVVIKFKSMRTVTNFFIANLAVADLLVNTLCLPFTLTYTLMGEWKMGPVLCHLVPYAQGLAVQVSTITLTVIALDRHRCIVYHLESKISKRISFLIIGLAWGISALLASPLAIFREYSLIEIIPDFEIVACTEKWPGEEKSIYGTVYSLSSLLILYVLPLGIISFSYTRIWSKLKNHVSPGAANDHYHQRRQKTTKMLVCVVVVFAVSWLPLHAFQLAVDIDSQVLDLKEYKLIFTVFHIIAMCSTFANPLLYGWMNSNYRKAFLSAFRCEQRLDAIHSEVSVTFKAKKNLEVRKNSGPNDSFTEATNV
Hck Nef HTS = inhibitors of Nef-activated human Hck kinase, primary screen, biochemical, Z-Lyte FRET, 384-well, Hck-YEEI; Recombinant Hck-YEEI plus Nef, Z-Lyte FRET kinase assay; hit rate 0.68% among 220,000; inhibition, % at 20 µM; Tyrosine-protein kinase HCK (Homo sapiens), P08631;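 active = Hck-Nef kinase inhibition above about 50%, limit read from the data; inactive = inhibition below that limit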;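 note: 0% = DMSO with Hck plus Nef and 100% = Hck alone without Nef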
Target sequence (P08631 whole entry, looked up): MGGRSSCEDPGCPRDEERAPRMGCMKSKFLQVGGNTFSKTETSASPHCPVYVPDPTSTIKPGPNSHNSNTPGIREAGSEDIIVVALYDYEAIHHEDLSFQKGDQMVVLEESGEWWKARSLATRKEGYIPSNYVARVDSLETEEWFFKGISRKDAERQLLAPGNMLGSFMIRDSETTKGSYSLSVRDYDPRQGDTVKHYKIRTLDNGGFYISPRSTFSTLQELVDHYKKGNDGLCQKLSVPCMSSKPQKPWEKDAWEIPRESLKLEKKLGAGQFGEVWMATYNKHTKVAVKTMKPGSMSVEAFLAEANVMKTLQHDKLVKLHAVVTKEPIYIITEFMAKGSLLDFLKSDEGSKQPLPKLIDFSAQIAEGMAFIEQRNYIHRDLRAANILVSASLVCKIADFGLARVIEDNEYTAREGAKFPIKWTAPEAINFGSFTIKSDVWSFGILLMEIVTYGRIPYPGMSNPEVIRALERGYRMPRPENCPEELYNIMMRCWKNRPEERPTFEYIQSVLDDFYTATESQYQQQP
RBBP9 inhibitor = human RBBP9 inhibitors, primary screen, biochemical, fluorescence polarization, FP-Rh probe, HTS. inhibition, % at 7.94 µM. recombinant RBBP9. AID 1515, 2009. Serine hydrolase RBBP9 (Homo sapiens), O75884. hit rate 0.2% among 220,000;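 active = inhibition above the campaign mean of all tested compounds plus 3 SD, cut at about 14% in these data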;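 note: plate controls were DMSO wells with RBBP9 for no effect and wells lacking RBBP9 protein for full effect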
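Test system: recombinant human RBBP9; Timing: 30 min then 45 min, 25 °C; Detection: fluorescence polarization; Control set: RBBP9 with DMSO as uninhibited control, no-protein wells as full inhibition; Compound dosing: one concentration, 7.94 µM nominal, 0.794% DMSO; Probe or stimulus: FP-Rh activity-based probe, 375 nM before mixing.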
p97 ATPase inh = inhibitors of human p97 ATPase, primary screen, biochemical; inhibition, % at 8 µM; hit rate 0.42% among 220,000; recombinant p97 ATPase, Kinase-Glo ATP luminescence, 3 h; Transitional endoplasmic reticulum ATPase (Homo sapiens), P55072; in the data active = inhibition above about 15%;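 note: 0% = DMSO vehicle and 100% = wells lacking enzyme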
Mdm2 ligase inh = MDM2-luciferase reporter signal enhancers, primary screen, MDM2 E3 ligase inhibitor project, cell-based, luminescence, 1536-well; cell-based MDM2 ubiquitination luciferase reporter, 2 h; 0 = plate control, 100 = twice control, blank-subtracted; AID 1230, 2008; signal enhancement, % at 5 µM; hit rate 0.11% among 210,000;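 active = signal enhancement of 30% or more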;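 note: luminescence tracks abundance of the self-degrading MDM2-luciferase fusion protein; higher signal means inhibition of MDM2 E3 ligase activity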
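test system = mammalian cells stably expressing self-ubiquitinating, self-degrading MDM2 E3–luciferase fusion | quantity = 2000 cells/well | incubation = cell settling 4 h, compound treatment 2 h, both 37 °C | signal = luminescence with SteadyLite reagent, 15 min at room temperature | evaluation = % enhancement relative to plate controls after blank subtraction | benchmarks = plate controls and plate blanks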
An asterisk follows results filed as active; nt = not tested or not shown.

1: O=C(Nc1ccccc1)/C(=C\c1ccncc1)NC(=O)c1ccccc1
2: Cc1cc(C(=O)Nc2c[nH]c(=O)[nH]c2=O)ccc1[N+](=O)[O-]
3: CCC1NC(=S)N(C2CCCCC2)C1=O (stereo unspecified)
4: COc1ccc(/C=C/C(=O)C(C)(C)C)cc1OC
5: O=C(NCc1ccc(Cl)cc1)C(=O)NCC(c1cccnc1)N1CCN(c2ccc(F)cc2)CC1 (stereo unspecified)
6: Cc1ccc(S(=O)(=O)N(C)Cc2cc3ccccc3[nH]c2=O)cc1
7: COc1ccc(-c2cc(C(=O)N3CCN(c4ccccc4OC)CC3)no2)cc1OC
8: CC1CCN(C(=O)CSc2nnc(-c3cc4ccccc4cc3O)n2Cc2ccco2)CC1

Compound	1	2	3	4	5	6	7	8
Mdm2 ligase inh	-19	-14	-20	-7	-9	1	-2	-16
Runt-CBFb FRET	nt	1	0	1	-4	1	-7	26
Runt-SMMHC FRET	-6	5	-4	-2	-1	-2	-5	24
NPY2 pot ag	0	-8	8	12	6	9	8	-7
NPY1 pot ag	-6	15	8	8	10	3	-1	-67
p97 ATPase inh	1	1	3	0	0	-6	0	2
NPY Y1 blocker	6	4	-1	nt	-3	-9	5	8
RBBP9 inhibitor	-7	-1	-9	-10	-6	-5	0	-6
Hck Nef HTS	-1	13	3	8	14	0	1	5

9: NS(=O)(=O)c1ccc(NC(=O)CSc2ncnc3ccccc23)cc1
10: CC1(c2cnc(Nc3ccccc3)s2)CCC(=O)O1 (stereo unspecified)
11: COc1ccc(NC(=O)NC(C)C2CC3CCC2C3)cc1 (stereo unspecified)
12: Cc1ccc(S(=O)(=O)N(C)c2ccc(N)cc2)cc1
13: Nc1nc(-c2ccccc2)c(N=Nc2cccnc2)s1
14: CN(Cc1cccc(C(F)(F)F)c1)Cc1nc(-c2cnccn2)no1
15: O=c1cc(O)sc2ccccc12
16: O=C(CSc1ccccc1)N1CCN(C(=O)c2ccco2)CC1

Compound	9	10	11	12	13	14	15	16
Mdm2 ligase inh	-5	-19	-9	-13	-17	-2	-17	-3
Runt-CBFb FRET	2	0	-1	2	-11	1	0	2
Runt-SMMHC FRET	5	0	1	3	-18	-2	3	3
NPY2 pot ag	-5	7	-17	12	57*	9	-2	9
NPY1 pot ag	-2	-1	-12	18	65*	1	5	-15
p97 ATPase inh	0	5	5	5	-1	1	2	2
NPY Y1 blocker	1	2	4	-2	-19	3	5	-3
RBBP9 inhibitor	-5	2	-2	1	-4	-4	6	4
Hck Nef HTS	1	0	-2	3	-4	10	-1	-4

The last 2 records of the part before lead into the next:
15: O=c1cc(O)sc2ccccc12
16: O=C(CSc1ccccc1)N1CCN(C(=O)c2ccco2)CC1
17: COc1ccc(/C=C/c2cc(C(F)(F)F)on2)cc1
18: CCN(CC)c1ccc(NC(=O)C2CCCN(S(=O)(=O)c3cccnc3)C2)c(C)c1 (stereo unspecified)
19: O=C(O)CSc1nnc2c(n1)[nH]c1ccccc12
20: CCOC(=O)N1CCN(C(=O)CCCn2nc(C)c3sc4ccccc4c3c2=O)CC1
21: O=S(=O)(Nc1ccc(S(=O)(=O)Nc2ccccc2)cc1)c1ccccc1
22: C/C(=N\NC(=O)CCCCCNC(=O)c1ccccc1)c1ccccc1O
23: O=C(CSc1nc2ccccc2o1)N1c2ccccc2Sc2ccc(Cl)cc21
24: Cc1c(C(=O)C(=O)NCc2cccs2)c2ccccc2n1C

Compound	15	16	17	18	19	20	21	22	23	24
Mdm2 ligase inh	-17	-3	-19	-7	7	-9	3	6	-7	-7
Runt-CBFb FRET	0	2	2	14	3	-4	-3	1	2	-1
Runt-SMMHC FRET	3	3	-3	14	-5	-2	-5	-1	1	2
NPY2 pot ag	-2	9	-6	1	4	3	-11	7	-14	-2
NPY1 pot ag	5	-15	2	14	-1	-18	5	11	-9	9
p97 ATPase inh	2	2	8	-10	3	-5	1	3	3	1
NPY Y1 blocker	5	-3	nt	4	1	0	1	-5	5	2
RBBP9 inhibitor	6	4	-7	-7	-11	-10	-6	-6	-12	-4
Hck Nef HTS	-1	-4	2	1	12	-1	1	8	-1	-27

Filtered by structure, the compounds so far with a Cl atom
5: O=C(NCc1ccc(Cl)cc1)C(=O)NCC(c1cccnc1)N1CCN(c2ccc(F)cc2)CC1 (stereo unspecified)
23: O=C(CSc1nc2ccccc2o1)N1c2ccccc2Sc2ccc(Cl)cc21

Compound	5	23
Mdm2 ligase inh	-9	-7
Runt-CBFb FRET	-4	2
Runt-SMMHC FRET	-1	1
NPY2 pot ag	6	-14
NPY1 pot ag	10	-9
p97 ATPase inh	0	3
NPY Y1 blocker	-3	5
RBBP9 inhibitor	-6	-12
Hck Nef HTS	14	-1

Next compounds follow:
25: C#CCSc1nnnn1-c1ccc(Br)c(C)c1
26: CCc1c(C)n2nc(C)cc2[nH]c1=O
27: O=C1c2nccnc2C(=O)N1c1ccc(F)cc1
28: CCOC(=O)Nc1ccc(C(N)=O)cc1
29: CCOc1ccc2nc(NS(=O)(=O)Cc3ccccc3)sc2c1
30: O=C(NCC1CCCO1)c1ccc(CNS(=O)(=O)c2ccc(F)c(Cl)c2)cc1 (stereo unspecified)
31: Cn1ncc(Cl)c1C(=O)N/N=C/c1ccccn1
32: CCOC(=O)N1CCN(C(=S)Nc2ccc(C)c(C)c2)CC1

Compound	25	26	27	28	29	30	31	32
Mdm2 ligase inh	-9	-9	-13	-16	3	-14	-13	2
Runt-CBFb FRET	1	3	0	-1	-1	1	1	1
Runt-SMMHC FRET	2	-7	-1	-4	0	2	-7	2
NPY2 pot ag	-16	-7	-20	2	-36	-4	10	-1
NPY1 pot ag	-4	-20	4	2	-35	19	8	5
p97 ATPase inh	3	-8	-6	3	-2	0	7	7
NPY Y1 blocker	nt	0	7	14	23*	0	-2	-3
RBBP9 inhibitor	-5	-6	-14	-3	-10	-3	-6	-8
Hck Nef HTS	7	-3	5	0	-23	25	-21	-8

33: Cc1ccc(CNS(=O)(=O)c2ccc3oc(C(=O)O)c(C)c3c2)cc1
34: Clc1ncc(CN2CCN(Cc3ccccc3)CC2)s1
35: COc1ccc(CSCC(=O)N/N=C/c2ccc(OCC(=O)NCc3ccco3)cc2)cc1
36: COc1ccc(NC(=O)C2CCCN(C)C2)cc1OCC(C)C (stereo unspecified)
37: Cc1noc(C)c1S(=O)(=O)N1CCC(C(=O)N2CCC(C)CC2)CC1
38: COc1ccc(Br)cc1CSC(=N)N
39: Cc1cc(C)cc(NC(=O)C2CCN(S(=O)(=O)c3c(C)n[nH]c3C)CC2)c1
40: COc1cccc(C(=O)N[C@@H](CCSC)c2nc3ccccc3[nH]2)c1

Compound	33	34	35	36	37	38	39	40
Mdm2 ligase inh	7	-7	-8	-1	-13	-16	4	-12
Runt-CBFb FRET	2	-1	-2	0	1	0	nt	0
Runt-SMMHC FRET	0	-2	1	-2	2	-2	-2	-3
NPY2 pot ag	-5	2	-5	-3	-5	8	7	1
NPY1 pot ag	-14	6	-19	1	6	5	5	4
p97 ATPase inh	6	2	1	0	1	1	-1	-4
NPY Y1 blocker	-4	2	-9	5	0	11	-3	0
RBBP9 inhibitor	5	-1	0	-8	2	-7	0	-12
Hck Nef HTS	4	1	0	-1	9	-8	2	24

41: O=C(Nn1nnnc1Nc1ccccc1)C12CC3CC(CC(C3)C1)C2
42: Cc1ccccc1Nc1nc2nonc2nc1N1CCOCC1
43: O=C(NC1CCCCC1)C(c1ccccc1)N1CCCC1 (stereo unspecified)
44: Cn1nc([N+](=O)[O-])nc1Oc1ccccc1F

Compound	41	42	43	44
Mdm2 ligase inh	-4	0	-12	nt
Runt-CBFb FRET	0	-2	1	1
Runt-SMMHC FRET	2	2	-7	1
NPY2 pot ag	-1	2	9	-6
NPY1 pot ag	0	-18	-11	-5
p97 ATPase inh	-2	1	1	3
NPY Y1 blocker	1	1	12	-1
RBBP9 inhibitor	-8	-2	-1	-3
Hck Nef HTS	-1	1	-1	2

An excerpt from above in order of formula weight, lowest first:
44: Cn1nc([N+](=O)[O-])nc1Oc1ccccc1F
41: O=C(Nn1nnnc1Nc1ccccc1)C12CC3CC(CC(C3)C1)C2
40: COc1cccc(C(=O)N[C@@H](CCSC)c2nc3ccccc3[nH]2)c1

Compound	44	41	40
Mdm2 ligase inh	nt	-4	-12
Runt-CBFb FRET	1	0	0
Runt-SMMHC FRET	1	2	-3
NPY2 pot ag	-6	-1	1
NPY1 pot ag	-5	0	4
p97 ATPase inh	3	-2	-4
NPY Y1 blocker	-1	1	0
RBBP9 inhibitor	-3	-8	-12
Hck Nef HTS	2	-1	24
